TIM10 inh – growth inhibitors of TIM10 yeast strain; inhibition, % at 10 µM; AID 463195; hit rate 1.4% among 330,000; S. cerevisiae TIM10 strain growth, BacTiter-Glo luminescence, 24 h;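 active means inhibition of 40% or more at the single tested concentration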;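 further: wild-type TIM10 isogenic control strain grown at permissive 25 °C; 0% = DMSO yeast wells and 100% = minimal medium wells without yeast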
UPR XBP1 act – activators of adaptive arm of unfolded protein response (XBP1). AID 463104. CHO-XBP1 luciferase reporter, IRE1-XBP1 UPR activation, luminescence; percent of tunicamycin response, DMSO as zero. hit rate 0.33% among 330,000. activation, % at 20 µM;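 active means versus positive control, 20 µM dose yields 30% or more activation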;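 further: 100% = tunicamycin at 10 µg/mL and 0% = DMSO only wells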
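assay system = CHO-XBP1 luciferase reporter cells | amount = 1000 cells/well | buffer or medium = F12 plus 10% FBS | compound dosing = single point, 20 µM final compound, 1% DMSO | incubation = 16-18 h cell attachment at 37 °C, then 6 h compound exposure | detection = Steady-Glo luminescence read | controls = tunicamycin 10 µg/mL and vehicle-only wells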
NLRP3 yeast inh – blocks the NALP3 inflammasome reconstituted in yeast; inhibition, % at 10 µM; AID 2825; Yeast reconstituted NLRP3/ASC/caspase-1, beta-gal luminescence, 24 h; hit rate 0.39% among 330,000;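 active means inhibition of 50% or more; inactive means inhibition below 50%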;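 further: plate controls were induced DMSO wells for no effect and uninduced yeast grown without galactose for full effect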
tim23-1 inh – inhibits growth of tim23-1 mutant yeast; AID 463212; S. cerevisiae tim23-1 growth, BacTiter-Glo luminescence, 24 h; inhibition, % at 20 µM; hit rate 1.3% among 330,000;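 active means growth inhibition of the mutant yeast at or above 50%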;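 further: temperature-sensitive mutant grown at 25 °C; plate controls were DMSO-treated mutant yeast for no effect and medium wells lacking yeast for full effect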
UPR CHOP act – activators of apoptotic arm of unfolded protein response (CHOP); CHO-CHOP luciferase reporter, UPR activation, luminescence; percent of tunicamycin response over DMSO baseline; activation, % at 10 µM; hit rate 0.34% among 330,000; AID 449763;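 active means at 10 µM dose, activation of 40% or more, normalized to positive control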;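 further: 100% = tunicamycin at 10 µg/mL and 0% = DMSO alone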
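Assay system: CHO-CHOP cells, stable luciferase reporter of PERK-eIF2a-CHOP signalling / Buffer or medium: F12 plus 10% serum / Compound dosing: one dose, 10 µM in 0.5% DMSO / Times: 6 h compound treatment, 37 °C / Technique: luciferase luminescence / Read-out: % reporter activation, DMSO baseline versus tunicamycin full activation / Benchmarks: tunicamycin and DMSO controls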
Mdm2 MdmX PPI – human Mdm2/MdmX binding inhibition. O15151+Q00987. SaOS-2 split-luciferase Mdm2/MdmX complementation, luminescence. inhibition, % at 8 µM. hit rate 3% among 330,000;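 active means inhibition of at least 50% at 8 µM in the primary screen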
Target sequence (O15151 whole entry, looked up): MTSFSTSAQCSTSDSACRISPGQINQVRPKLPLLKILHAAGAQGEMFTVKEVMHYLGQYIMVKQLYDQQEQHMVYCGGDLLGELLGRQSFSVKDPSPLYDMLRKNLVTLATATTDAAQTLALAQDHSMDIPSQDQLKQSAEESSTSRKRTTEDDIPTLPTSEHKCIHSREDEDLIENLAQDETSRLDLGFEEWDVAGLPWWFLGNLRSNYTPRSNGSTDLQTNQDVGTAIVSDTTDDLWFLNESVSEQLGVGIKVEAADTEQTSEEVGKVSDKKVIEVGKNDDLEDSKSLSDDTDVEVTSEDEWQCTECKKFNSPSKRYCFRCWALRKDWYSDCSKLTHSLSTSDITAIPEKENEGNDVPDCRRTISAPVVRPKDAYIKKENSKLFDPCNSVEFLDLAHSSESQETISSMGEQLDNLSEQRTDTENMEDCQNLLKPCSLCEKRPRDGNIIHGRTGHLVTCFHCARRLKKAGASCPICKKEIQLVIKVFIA
Target sequence (Q00987 whole entry, looked up): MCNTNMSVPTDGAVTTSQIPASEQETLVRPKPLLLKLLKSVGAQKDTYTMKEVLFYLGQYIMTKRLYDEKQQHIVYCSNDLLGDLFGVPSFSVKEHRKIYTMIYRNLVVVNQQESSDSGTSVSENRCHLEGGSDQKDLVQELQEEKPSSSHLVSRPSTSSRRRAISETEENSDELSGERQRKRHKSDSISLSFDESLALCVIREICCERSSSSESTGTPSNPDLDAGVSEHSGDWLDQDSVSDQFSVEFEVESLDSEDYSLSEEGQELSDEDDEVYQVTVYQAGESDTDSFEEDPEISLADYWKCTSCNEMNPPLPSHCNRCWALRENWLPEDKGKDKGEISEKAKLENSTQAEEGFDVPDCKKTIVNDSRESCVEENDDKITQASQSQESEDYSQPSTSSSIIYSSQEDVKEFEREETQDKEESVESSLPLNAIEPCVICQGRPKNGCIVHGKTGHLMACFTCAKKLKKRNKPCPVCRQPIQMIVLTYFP
APJ ag – APJ receptor agonism. P35414. CHO-K1 APJ PathHunter beta-arrestin, luminescence; 0% DMSO wells, 100% apelin. activation, % at 20 µM. hit rate 0.11% among 330,000;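 active means activation more than six SD over the plate average, tested at 20 µM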;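 further: 0% = DMSO alone and 100% = apelin-13 at 10 nM; some results filed as inactive read as strong as hits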
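Material: CHO-K1 APJ beta-arrestin complementation cell line; Input: cell density 1000 per well; Incubation: compound stimulation 90 min at 25 °C, detection 60 min; Signal: luminescence from split beta-galactosidase complementation, Galacton Star/Emerald II substrate; Controls: DMSO-only wells as negative, 10 nM Apelin-13 as positive control.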
tim10-1 inh – inhibits growth of tim10-1 mutant yeast | S. cerevisiae tim10-1 ts strain growth, BacTiter-Glo, 24 h | inhibition, % at 20 µM | hit rate 2.2% among 330,000;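 active means inhibition of at least 40%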;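 further: mutant grown at 25 °C; 0% = DMSO wells with yeast and 100% = wells holding no yeast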
NR3A LBD binder – modulates the human NR3A ligand-binding domain | NR3A LBD differential scanning fluorimetry, Tm shift; 0% = protein alone, 100% = glycine-bound protein | Tm shift relative to glycine control, % at 25 µM | hit rate 2.5% among 340,000 | AID 1259313;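 active means melting temperature shift of at least 10% of the positive control shift, at one fixed dose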
* marks the source's active call; other numbers are inactive results.

Screens in order: TIM10 inh | UPR XBP1 act | NLRP3 yeast inh | tim23-1 inh | UPR CHOP act | Mdm2 MdmX PPI | APJ ag | tim10-1 inh | NR3A LBD binder
[1] COCC(C)NC(=O)CSc1nnc(-c2cccc(S(=O)(=O)N3CCCCC3)c2)o1 (centres undefined)
→ -11 | 0 | 1 | 9 | -1.0 | -36 | -6 | 16 | 1
[2] Cc1cccc(NC(=O)c2ccc(COc3cccc4ccccc34)o2)n1
→ 15 | -1 | 19 | 14 | 1.0 | -43 | 6 | 18 | -5
[3] COc1ccc(/C=c2\sc3nc(-c4ccccc4)c(-c4ccccc4)n3c2=O)cc1OC
→ 15 | -3 | -51 | 11 | 1.7 | -4 | -1 | 22 | -4
[4] CCC(=O)Nc1sc(C(=O)Nc2ccccc2OC)c(C)c1C(=O)OC
→ 2 | 0 | 11 | 6 | 0.1 | 24 | 0 | 13 | -1
[5] COc1cc(-c2cc(C(=O)N3CCN(c4ccccn4)CC3)c3ccccc3n2)cc(OC)c1OC
→ 5 | 3 | 14 | 17 | 2.6 | 47 | 2 | 18 | 1
[6] COc1ccc(NS(=O)(=O)c2ccc(N3CCOCC3)c(NC(=O)c3ccccc3Cl)c2)cc1
→ 1 | -3 | 3 | 8 | 1.3 | -9 | -1 | 2 | -11
[7] Cc1cc(NC(=O)COC(=O)C2CC(=O)N(c3ccc(C)c(Cl)c3)C2)no1 (centres undefined)
→ 2 | -1 | 23 | 17 | -1.0 | 17 | -1 | 21 | 21*
[8] O=C(NCCC1=CCCCC1)C1CCN(S(=O)(=O)c2cccc3cccnc23)CC1
→ 12 | -1 | -3 | 17 | 2.8 | 14 | 1 | -6 | 0
[9] COc1cc(NC(=O)COC(=O)CNC(=O)c2ccc(C)cc2)c(C)cc1[N+](=O)[O-]
→ -14 | -1 | 13 | 7 | 0.9 | -7 | -1 | 21 | -5
[10] N#CCC(=O)Nc1ccc(C(=O)OCC(=O)NNC(=O)c2ccc(Cl)cc2)cc1
→ 2 | -1 | 16 | -8 | -0.5 | 27 | -5 | -1 | 3
[11] CCN(CC)C(=O)c1ccc(COc2ccccc2Br)o1
→ 2 | 7 | 17 | 22 | 3.9 | 15 | -3 | 13 | 5
[12] CN(Cc1ccccc1)S(=O)(=O)c1ccc(Cl)c(C(=O)NCc2ccncc2)c1
→ -3 | -2 | 8 | 9 | -1.0 | 21 | 3 | 8 | 1
[13] O=C(COc1ccccc1-c1ccccc1)N/N=C/c1cccc2ccccc12
→ 21 | 16 | 21 | 10 | -1.4 | 32 | 9 | 19 | 6
[14] O=C(CCn1nnc2ccccc21)N1CCC(O)(c2cccc(F)c2)CC1
→ 0 | -4 | -10 | 1 | 0.5 | 9 | -6 | 11 | 3
[15] CCOc1ccc(CCNC(=O)COC(=O)COc2ccc(C(=O)CC)cc2)cc1OCC
→ 4 | -4 | 9 | 8 | 2.9 | 21 | 1 | -2 | 2
[16] O=C(COc1ccc(Cl)cc1Br)OCC(=O)c1ccc[nH]1
→ 2 | -3 | 6 | 0 | 0.4 | 8 | -2 | 2 | -6
[17] CCN(CC(=O)Nc1c(F)cccc1F)C(=O)CCCc1cccs1
→ 1 | -4 | 5 | 2 | -1.0 | -3 | -2 | 10 | 0
[18] CCOC(=O)c1oc2nc(CC(C)C)c3c(c2c1N)CCCC3
→ -2 | 0 | 18 | 48 | 0.8 | 31 | -3 | 31 | -1
[19] Cc1ccc(NC(=O)c2ccc(OC(=O)CCN3C(=O)c4ccccc4C3=O)cc2)cc1
→ 2 | -1 | 1 | 6 | 3.1 | -94 | -3 | 18 | -6
[20] Cc1c(C(=O)Nc2ccc(-c3nnc4n3CCCCC4)cc2)oc2ccc(Br)cc12
→ 21 | 1 | 2 | 25 | 4.2 | 38 | 3 | 24 | 5
[21] CCOc1ccc(Br)cc1S(=O)(=O)NC(=O)c1ccccc1
→ -5 | -2 | 17 | 4 | -0.9 | 20 | -3 | 12 | -1
[22] O=S(=O)(c1ccc(F)cc1)N1CCN(S(=O)(=O)c2cc(F)ccc2F)CC1
→ -14 | -2 | -38 | 6 | 2.1 | 19 | 3 | 3 | 0
[23] CC(=O)Nc1nnc(COc2ccc(Cl)cc2)s1
→ 6 | 2 | 17 | 6 | 4.3 | -116 | -1 | 12 | 1
[24] O=S(=O)(NCCCO)c1ccc2c(c1)Cc1cc(S(=O)(=O)NCCCO)ccc1-2
→ 10 | 1 | 14 | 17 | -1.0 | 7 | -1 | 20 | 0
[25] O=C(Nc1ccccc1)C1=C[C@H](C2CCCCC2)C[C@H](OCCCCO)O1
→ 11 | 0 | 8 | 32 | 5.2 | 35 | 3 | 37 | -5
[26] Cc1cccc(N2Cc3ccc(Br)cc3C2)c1
→ -8 | 5 | 34 | 21 | 5.9 | -41 | 3 | 14 | 2
[27] Cc1cccc(N2CC(C(=O)O)CC2=O)c1C (centres undefined)
→ -16 | 0 | 6 | 2 | 1.6 | -11 | -4 | 4 | 0
[28] CCCN1CCCC[C@H]1C(=O)Nc1c(C)cccc1C
→ -2 | -5 | 18 | 10 | -1.2 | -2 | -3 | 16 | -1
[29] CN(C(=O)CSC1=Nc2ccccc2C2=NC(c3ccccc3)C(=O)N12)C1CCCCC1 (centres undefined)
→ 27 | 1 | 2 | 22 | 0.6 | 8 | -17 | 27 | 1
[30] CCc1cc(C(=O)N(CCCOC)c2c(N)n(Cc3ccccc3)c(=O)[nH]c2=O)sc1C
→ -16 | -3 | 24 | -4 | 1.3 | 18 | 4 | -25 | -3
[31] CCOC(=O)Cc1csc(NC(=O)CSc2nnc(-c3ccc(NS(=O)(=O)CC)cc3)o2)n1
→ 4 | 1 | 6 | 5 | -1.7 | 9 | -1 | 10 | -2
[32] Cc1ccc(CCC(=O)Nc2ccccc2C(=O)O)o1
→ 7 | -3 | 12 | 5 | 5.0 | -31 | -1 | 2 | 0
[33] O=C(COC(=O)c1ccc(F)cc1)NCc1ccc(F)cc1
→ 3 | -3 | 16 | 8 | -0.1 | -2 | -1 | 3 | 3
[34] COc1ccc(N2CCN(C(=O)C34CCC(C)(C(=O)C3)C4(C)C)CC2)cc1 (centres undefined)
→ 6 | 1 | 6 | 3 | -1.6 | 0 | -2 | -1 | 0
[35] Cc1ccc(/C=C/C(=O)Nc2cccc(S(=O)(=O)N3CCOCC3)c2)o1
→ 10 | 0 | 18 | 22 | 3.0 | 11 | -2 | 14 | -8
[36] CCc1ccc(NC(=O)CCc2nc3ccccc3[nH]2)cc1
→ 5 | 4 | -1 | 7 | 2.4 | -2 | -2 | -22 | 1
[37] O=C(NN=C1C2CC3CC(C2)CC1C3)c1ccccc1O
→ 9 | -4 | 3 | -13 | 2.3 | 19 | -5 | 5 | 0
[38] COc1cccc(/C=N/Nc2ncccc2[N+](=O)[O-])c1OC
→ 22 | -9 | 13 | 28 | -7.4 | 15 | -2 | 22 | 1
[39] Cn1c(SCC(=O)N2CC(=O)Nc3ccccc32)nnc1C(F)(F)F
→ -6 | 1 | 3 | -3 | 2.0 | -15 | -3 | 3 | -1
[40] COc1ccc(CNC(=O)c2cc3cccc(O)c3oc2=N)cc1
→ 12 | 11 | -9 | 19 | 13 | 18 | 7 | 9 | 5
[41] COc1ccc(CN2CCNC(=O)C2CC(=O)NC2CCCC2)c(C)c1C (centres undefined)
→ -6 | -4 | 8 | 16 | 1.0 | -9 | -2 | 18 | 1
[42] FC(F)(F)c1cnc(N2CCC(=NOCc3ccc(Cl)cc3)CC2)c(Cl)c1
→ -35 | 0 | 16 | -5 | -2.1 | 18 | 0 | 8 | -3
[43] Cc1nc(S(=O)(=O)c2ccc(Cl)cc2)c(NCc2ccccc2)o1
→ -9 | 2 | 12 | 9 | 1.2 | 6 | 0 | 3 | 1
[44] CC(=O)Nc1ccc(SCC(=O)N(CCC#N)c2cc(C)cc(C)c2)cc1
→ -1 | 0 | 3 | 22 | -1.0 | 23 | 3 | 22 | -1
[45] CCCNC(=O)c1ccc(Cl)c(Cl)c1
→ -2 | -2 | 21 | 2 | -1.2 | -8 | -7 | 7 | -2
[46] COCCn1c(SCC(=O)NCC2CCCO2)nc2c(c1=O)SC(C)C2 (centres undefined)
→ -3 | -2 | 11 | -1 | 0.4 | 5 | -1 | -11 | -4
[47] Cc1cnccc1CN(C)Cc1cn(C)nc1-c1ccc(Oc2ccccc2)cc1
→ 28 | -4 | 22 | 36 | -0.3 | 24 | -7 | 40* | -1
[48] O=C(CCOc1ccccc1)NNC(=O)c1ccccc1
→ -1 | -4 | 10 | -15 | 0.3 | 2 | 3 | -8 | 1
[49] CCOc1cc(C(=O)OC(C(=O)NC(=O)NC)c2ccccc2)ccc1OCC(=O)N1CCOCC1 (centres undefined)
→ 4 | -2 | -11 | -9 | -0.5 | 5 | 1 | -11 | -2
[50] C=CCn1c(O)c(C(CC)=NCc2cccnc2)c(=O)[nH]c1=O
→ -22 | 0 | 14 | 4 | -1.6 | 21 | -1 | 20 | 4
[51] CCOc1ccccc1NC(=O)Cn1nc(-c2ccco2)ccc1=O
→ -1 | -1 | 1 | -3 | 0.0 | -11 | -2 | -16 | 0
[52] Cc1ccccc1OCCC(=O)Nc1ccc(F)c(Cl)c1
→ 23 | 0 | 22 | 38 | 0.3 | 26 | -4 | 19 | -2
[53] Cn1c(N2CCN(c3ccccn3)CC2)nc2c1c(=O)n(Cc1ccc(Cl)cc1)c(=O)n2C
→ 13 | -6 | 30 | 30 | -1.1 | 45 | -3 | 16 | -4
[54] O=C(NC1CCS(=O)(=O)C1)c1ccccc1C(=O)c1ccccc1 (centres undefined)
→ 4 | -2 | 4 | -4 | -2.0 | 13 | -2 | 3 | -1
[55] COc1ccc(CCNC(=O)c2c(O)c3ccccc3[nH]c2=O)cc1OC
→ 19 | 3 | 28 | 41 | 0.4 | 11 | -1 | -9 | 1
[56] O=C(NCCCn1ccnc1)/C(=C/c1cccnc1)NC(=O)c1ccco1
→ -12 | -2 | 10 | 0 | -0.5 | 21 | 2 | -6 | 0
[57] COC(=O)c1cccc(/C=N/NC(N)=S)c1O
→ -11 | 2 | -10 | -6 | 2.5 | 20 | 0 | 10 | 0
[58] CCN(Cc1ccccc1)S(=O)(=O)c1ccc2c(c1)NC(=O)CS2
→ -11 | -4 | -4 | 22 | -0.7 | -11 | 13 | 37 | -1
[59] Cc1c(CC(=O)O)c(=O)oc2cc(OCc3ccc(F)cc3F)ccc12
→ 6 | -1 | 11 | 8 | 1.3 | -21 | -2 | 12 | -1

Entries of single compounds, looked up by structure. Screens in order: TIM10 inh | UPR XBP1 act | NLRP3 yeast inh | tim23-1 inh | UPR CHOP act | Mdm2 MdmX PPI | APJ ag | tim10-1 inh | NR3A LBD binder
COc1ccc(CCNC(=O)c2c(O)c3ccccc3[nH]c2=O)cc1OC is listed as 19 | 3 | 28 | 41 | 0.4 | 11 | -1 | -9 | 1
Cc1ccccc1OCCC(=O)Nc1ccc(F)c(Cl)c1 is listed as 23 | 0 | 22 | 38 | 0.3 | 26 | -4 | 19 | -2
